# Screening data: PubChem BioAssay, National Center for Advancing Translational Sciences (NCATS)
# DRD3 agonist = qHTS of D3 Dopamine Receptor Agonist: qHTS; D(3) dopamine receptor (Homo sapiens), P35462; 410,000 compounds, 0.58% hits; D3R DiscoveRx beta-arrestin cells, luminescence, 90 min; max activation, %; in the data active means max activation above about 30%; further: 0% is about no effect; mostly tested at two doses, the higher about 12 µM
#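 Cells at 1500/well, incubated overnight, then treated with pinned compounds (dopamine as control) for 90 min at 37 degrees C. DiscoveRx reagent added for 30 - 60 minutes at room temperature; luminescence read.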
# GLP-1R agonist = qHTS of GLP-1 Receptor Agonists. Potency, µM (highest dose often 45.6 µM), without a hit: at the highest dose activation, most hits filed as activators. Glucagon-like peptide 1 receptor (Homo sapiens), P43220. 380,000 compounds, 0.007% hits. HEK293 GLP-1R CRE-luciferase, luminescence, 4-6 h; cells express a hypersensitive GLP-1R form; further: potency means the concentration at half of the fitted maximal effect; % of control where 0% means no effect
# Target sequence (P43220 whole entry, looked up): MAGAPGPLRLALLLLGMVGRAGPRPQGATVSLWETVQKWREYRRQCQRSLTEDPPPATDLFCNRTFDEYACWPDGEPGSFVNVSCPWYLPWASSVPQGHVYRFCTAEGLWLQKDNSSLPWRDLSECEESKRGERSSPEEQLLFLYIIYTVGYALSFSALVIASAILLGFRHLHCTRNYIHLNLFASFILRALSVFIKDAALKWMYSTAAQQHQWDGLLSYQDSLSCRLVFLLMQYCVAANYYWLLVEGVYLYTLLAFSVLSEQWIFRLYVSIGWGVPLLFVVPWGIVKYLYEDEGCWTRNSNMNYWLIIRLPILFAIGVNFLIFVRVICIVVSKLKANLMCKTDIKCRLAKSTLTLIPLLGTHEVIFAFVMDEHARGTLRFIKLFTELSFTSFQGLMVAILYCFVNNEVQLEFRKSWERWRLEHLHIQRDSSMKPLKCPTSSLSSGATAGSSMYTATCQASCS
# PTHR1 agonist = qHTS for PTHR1 Agonists: Primary Screen; HEK293 GP2 PTHR1 cells, GloSensor cAMP luminescence, 1 h; Potency, µM (top dose mostly 115 µM), inactives show at the highest dose activation, usual class: activators; 410,000 compounds, 0.075% hits; further: potency means the concentration at half of the fitted maximal effect; nearly all actives have a fitted effect of over 55% in size; some results filed as inactive show a strong effect at the top dose; inactives centre near -15; many of its hits are not listed in these tables
# Target sequence (Q03431 whole entry, looked up): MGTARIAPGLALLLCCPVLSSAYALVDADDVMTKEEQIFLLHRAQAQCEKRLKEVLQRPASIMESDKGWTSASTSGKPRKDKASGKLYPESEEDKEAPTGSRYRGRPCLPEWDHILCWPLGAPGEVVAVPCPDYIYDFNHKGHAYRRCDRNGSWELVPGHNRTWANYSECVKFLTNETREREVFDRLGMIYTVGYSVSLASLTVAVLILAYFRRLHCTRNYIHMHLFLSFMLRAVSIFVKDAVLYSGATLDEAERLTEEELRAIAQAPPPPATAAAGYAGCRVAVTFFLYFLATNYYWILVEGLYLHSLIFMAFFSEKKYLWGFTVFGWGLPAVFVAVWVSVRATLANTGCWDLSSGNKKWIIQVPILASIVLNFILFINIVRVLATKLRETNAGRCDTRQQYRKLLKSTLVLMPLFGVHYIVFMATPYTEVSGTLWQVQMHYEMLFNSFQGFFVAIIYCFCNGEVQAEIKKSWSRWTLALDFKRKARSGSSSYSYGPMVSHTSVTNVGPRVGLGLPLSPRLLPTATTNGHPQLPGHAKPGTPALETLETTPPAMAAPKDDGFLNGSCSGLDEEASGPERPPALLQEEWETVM
#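 HEK-293-derived GP2 cells expressing PTHR1 and a GloSensor cAMP reporter, 3,000/well, plated overnight, given luciferin plus IBMX (each 0.5 mM as added) for 1 h at 37 °C, then compound for 1 h at 37 °C. Luminescence was read after 15 min at room temperature.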
# GLP1R inv ag = qHTS of GLP-1 Receptor Inverse Agonists (Inhibition Mode); Glucagon-like peptide 1 receptor (Homo sapiens), P43220; HEK293 GLP-1R CRE-luciferase, luminescence, 24 h; GLP-1R form is constitutively active; Potency, µM (highest dose often 38.3 µM), inactives show top-dose activity change, negative = inhibition, usual class: inhibitors; 410,000 compounds, 1.6% hits; AID 624417, 2012; further: potency means the concentration at half of the fitted maximal effect; on the % scale 0 is the no-effect control and ±100 the full control effect; nearly all actives have a fitted effect of over 55% in size
#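 HEK293 cells stably co-expressing constitutively active GLP-1R and a cAMP-responsive luciferase reporter were seeded in DMEM with 10% Nu serum, given compounds after 12 h, and incubated 24 h at 37 deg C. Luminescence was then read.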
# D3 antag = qHTS of D3 Dopamine Receptor Antagonist: qHTS | D3R cells, DiscoveRx beta-arrestin luminescence, antagonist mode; hits give low values | 360,000 compounds, 2.5% hits | max response, negative = inhibition, % | AID 652054, 2013 | D(3) dopamine receptor (Homo sapiens), P35462; in the data active means max response below about -50%; inconclusive means no clear call, values can overlap the other calls; further: on the % scale 0 is the no-effect control and ±100 the full control effect; mostly tested at two doses, the higher about 12 µM
#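 Cells plated overnight at 1500 cells/well, then exposed to library compounds with dopamine controls for 90 minutes at 37 degrees C. DiscoveRx reagent added for 30–60 minutes at room temperature; luminescence read, quantitative HTS format.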
# KB-V1 MDR tox = qHTS assay for MDR1-selective chemotherapeutics: Primary screen using the drug-selected MDR subline cells KB-V1; Potency, µM (doses to about 46.1 µM), inactives show top-dose activity change, negative = cytotoxicity, usual class: cytotoxic; 400,000 compounds, 3.4% hits; KB-V1 MDR cells viability, CellTiter-Glo, 72 h; further: potency means the concentration at half of the fitted maximal effect; on the % scale 0 is the no-effect control and ±100 the full control effect; nearly all actives have a fitted effect of over 60% in size
#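 KB-V1, DMEM (no phenol red) + 10% FBS; cpd pin-transferred, titration series; 72 h, 37 degrees C; CellTiter-Glo, luminescence. Data normalized, curve-fit.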
# TDP43 rescue = qHTS of TDP-43 Inhibitors | TDP-43 expressing yeast growth rescue, BacTiter-Glo, 24 h | Potency, µM (doses to about 46.1 µM), for inactives: top-dose growth rescue (activation), most hits filed as activators | 410,000 compounds, 1.8% hits | AID 652104, 2013; further: potency means the concentration at half of the fitted maximal effect; % of control where 0% means no effect; nearly all actives have a fitted effect of over 50% in size
#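 In this qHTS, compounds that restore growth of yeast expressing TDP-43 appear as activators. Cells (OD600=0.02, galactose medium, raffinose-pregrown) are incubated with compound 24 hr at 30 deg C and growth is quantified by BacTiter-Glo.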
# HEK293 tox = qHTS of GLP-1 Receptor Inverse Agonists: Cytotox Screen; HEK293 cAMP-luciferase reporter cells, luminescence, 24 h; Potency, µM (top dose mostly 38.3 µM), inactives show top-dose activity change, negative = inhibition, hits mostly inhibitors; 410,000 compounds, 0.13% hits; AID 624418, 2012;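 further: loss of luciferase light is scored as toxicity; potency means the concentration at half of the fitted maximal effect; on the % scale 0 is the no-effect control and ±100 the full control effect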
#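 A 23 nL compound transfer followed 12 hours of cell culture at 37 deg C; exposure then lasted 24 hr. Luciferase assay detection reagent was dispensed and plates read for luminescence after a 12 min room-temperature wait.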
# aSyn rescue = qHTS of alpha-syn Inhibitors; Yeast expressing alpha-synuclein, growth rescue, BacTiter-Glo, 24 h; Potency, µM (highest dose often 46.1 µM), inactives show top-dose growth rescue (activation), usual class: activators; 370,000 compounds, 0.14% hits; further: potency means the concentration at half of the fitted maximal effect; % of control where 0% means no effect; nearly all actives have a fitted effect of over 65% in size
#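 Screening used galactose-induced yeast with toxic alpha-synuclein levels, exposed to compound for 24 hr at 30 deg C. Cell growth, read with BacTiter-Glo luminescence, gave the measured signal.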
# Starred values were filed as active, the others as inactive; i = inactive; ? = inconclusive; . = no result given; & = joins results of further samples; [ ] = another dose, or the depositor's remark. Unless noted, the call rests on the fitted dose curve; in most records, active means well fitted curve in the direction sought with a large enough effect; inconclusive means small, poorly fitted or top-dose-only effect, or another doubt; inactive means no such curve, though single readings can be large; an effect the other way counts as inactive or inconclusive.
SMILES,DRD3 agonist,GLP-1R agonist,PTHR1 agonist,GLP1R inv ag,D3 antag,KB-V1 MDR tox,TDP43 rescue,HEK293 tox,aSyn rescue
CCOC(=O)c1cc(C(=O)Nc2sc3c(c2C#N)CCCC3)nn1C,6,2%,i,22%,22,4%,1%,-4%,2%
Cc1ccc(N(CC(=O)NCc2ccc3c(c2)OCO3)C(=O)c2csnn2)cc1,-11,6%,-10%,-11%,-19,-13%,-23%,1%,0%
COc1ccccc1NC(=O)CCCN1C(=O)C(c2ccccc2)Oc2cccnc21 (stereo not given),1,19%,-25%,?,22,0%,?,-22%,4%
CCCCCC(=O)Nc1cccc(C2=NOC3(C2)C[C@H](C(N)=O)N(C(=O)c2ccccc2C(=O)c2ccccc2)C3)c1 (stereo not given in full),2,6%,-17%,?,19,0%,18%,-16%,-1%
COc1cc(O)c(NC(C)=O)c2nonc12,-10,-5%,i,7%,-16,9%,-11%,0%,-9%
O=C(Cc1ccc(-n2c(=O)c3ccccc3n(Cc3ccc(F)cc3)c2=O)cc1)NCC1CCCO1 (stereo not given),8,12%,-13%,2%,11,-4%,16%,7%,7%
N#Cc1ccc(OCC(=O)NCCCn2ccnc2)cc1,-7,10%,-13%,12%,-2,6%,-12%,0%,0%
CCOCCCNC(=O)C(c1ccc(OC)cc1)N(Cc1cccs1)C(=O)CNC(C)=O (stereo not given),-6&4,1%,?,6%&4%,5,-8%&-9%,-10%&-4%,-1%&3%,0%
O=C1CC(N2CCOCC2)C(=O)N1Cc1ccc(N2CCCC2=O)cc1 (stereo not given),-2,-2%,i,5%,33,16%,-8%,2%,6%
Cc1ccc(Cl)cc1N1CCN(C(=O)c2ccc(CS(=O)(=O)c3ccccc3C)o2)CC1,10,.,-63%[inhibitor],?,.,?,0%,?,.
Cc1cc([N+](=O)[O-])nn1Cc1ccc(C(=O)N/N=C/c2ccc(N(C)C)cc2)cc1,-5,5%,-3%,-4%,-4,15%,-11%,15%,-8%
CN(C)c1ccnc2sc(C(=O)c3ccc(Br)cc3)c(N)c12,-7,8%,2%,15%,-22,-17%,-7%,-4%,-3%
CCOC(=O)c1sc(NC(=O)CSc2nnnn2-c2ccccc2)c(C(=O)OCC)c1C,3,-7%,-9%[57.5 µM],6%,20,1%,-1%,12%,-4%
CC(CNC(=O)Cn1c(-c2cccs2)cc2cc(Cl)ccc21)c1ccccc1 (stereo not given),5,.,-12%,14%,.,10%,12%,0%,.
O=C(CCS(=O)(=O)c1ccc(Cl)cc1)Nc1ccc(N2CCOCC2)cc1,7,10%,-11%,12%,6,1%,4%,-1%,7%
CN(C)CCCNc1nc2cc(-c3cnn(Cc4ccccc4)c3)sc2c(=O)n1C,-10,7%,i,-23%,-7,-4%,5%,-1%,2%
Cc1[nH]c2ccc(C(=O)NCCCN3CCOCC3)cc2c1C,10,-3%,-4%,3%,7,-5%,4%,1%,-4%
O=C(CCC(=O)NNC(=O)COc1ccccc1)NCc1ccccc1,-7,-12%,-32%[inhibitor],7%,-11,2%,-13%,-2%,-2%
O=C(COc1ccccc1F)Nc1ccccc1C(=O)NC1CC1,-1,0%,-26%,9%,13,-13%,-14%,4%,-1%
CCC(=O)N1c2ccc(S(=O)(=O)N3CCN(c4ccccc4)CC3)cc2CC1C (stereo not given),4,1%,-27%,-23%,.,0%,?,2%,.
COc1cccc(C2CC(=O)Nc3cc4c(cc32)CCC4)c1 (stereo not given),1,13%,-22%,?,7,5.8µM*,20%,?,?
O=C(CCc1ccccc1)Nc1nnc(-c2cccs2)o1,1,-4%,i,2%,6,-14%,20%,2%,7%
COCCCn1c(C(=O)Nc2ccc3c(c2)OCO3)cc2c(=O)n3ccccc3nc21,5,7%,i,13%,14,-6%,24%,0%,4%
COc1cccc(S(=O)(=O)NCc2ccc(C(=O)Nc3ccc(C)cc3)cc2)c1,6,-15%,-5%,?,53,-1%,7%,-23%,0%
Cc1ccc(-n2ncc(C(=O)Nc3ccc4c(c3)OCO4)c2C2CCN(C(=O)OC(C)(C)C)CC2)c(C)c1,1,.,-35%[inhibitor],?,.,17%,-23%,0%,.
COc1cccc(-n2c(CN3CCN(c4cccc(C)c4)C(C)C3)nc3ccc([N+](=O)[O-])cc3c2=O)c1 (stereo not given),-10,-7%,-27%,-2%,?,0%,-1%,7%,7%
CC(C)OCCCn1c(SCc2ccccc2C#N)nc2c(sc3ccccc32)c1=O,-4,.,i,6%,.,-25%,10%,-3%,.
Cc1cc(C(=O)NC2CC(C)(C)Cc3c2cnn3-c2ccc(F)cc2)nn1C (stereo not given),4,9%,-13%,-24%,-3,-30%,?,-17%,-9%
COc1cccc(OC)c1OCCCCN1CCCCC1,-17,-3%,0%,-1%,-14,11%,4%,-7%,0%
O=C(NCCc1ccccn1)c1cccc(S(=O)(=O)N2CCc3ccccc32)c1,-11,6%,i,-19%[0.307 µM],-4,?,-2%,1%[0.307 µM],-8%
COC(=O)Cc1cnc(NC(=O)C2C3CCC(C3)C2C(=O)O)s1 (stereo not given),2,-2%,i,15%,-19,16%,7%,1%,3%
CCOC(=O)c1c(C)oc2ccc(OCC(=O)N(CC)CC)cc12,-2,0%,-23%,6%,12,0%,16%,20%,-8%
C=CCNC(=O)c1csc(-c2ccccc2)n1,1,6%,i,58%[activator],0,2%,?,-5%,-3%
Cc1ccc(NC(=O)Cc2n[nH]c(=O)c3ccccc23)cc1S(=O)(=O)N1CCCCCC1,-4,9%,-44%[inhibitor],45%[activator],-10,?,24%,-29%,1%
COc1cc2ccccc2cc1C(=O)Nc1ccc(Cl)cn1,13,-8%,i,14%,28,10%,-3%,4%,-3%
COc1cc(/C=N/Nc2ccccc2)ccc1O,2,12%,i,2.5µM*,61,2%,2%,6%,2%
Cc1cc(Cl)ccc1C(O)c1ncc(-c2ccccc2C(F)(F)F)[nH]1 (stereo not given),0,0%,i,?,0,-19%,19%,2%,4%
Cc1nn(C)c(=O)n1N(C)c1ncc(C(F)(F)F)cc1Cl,5,0%,i,-9%,7,3%,21%[9.22 µM],-3%,1%
COc1ccccc1C(=O)Nc1ccnn1C1CCN(Cc2cn(C)c3ccccc23)CC1,2,3%,i,11µM*,2,-2%,18%,-28%,1%
CCc1noc(C)c1C(=O)OCC(=O)N(CC)c1c(N)n(Cc2ccccc2)c(=O)[nH]c1=O,-1,-5%,i,9%,-5,17%,-7%,0%,-5%
CCC1CCC(C(=O)NC(C(=O)NCCc2ccc(S(N)(=O)=O)cc2)C(C)C)CC1 (stereo not given),1,-2%,-2%,13%,-12,14%,-11%,2%,-1%
O=C(CN1CCOC1=O)N1CCCC(N2CCN(c3cccc(C(F)(F)F)c3)CC2)C1 (stereo not given),7,-3%,i,-21%,4,0%,4%,-7%,-1%
COc1cc(C(=O)Nc2cc(C)ccn2)cc(OC)c1OC,-23,0%,i,3%,11,?,-12%,5%,-13%
Cc1ccoc1C(=O)NCCNc1ccc(Cl)cc1[N+](=O)[O-],-8,8%,-35%[inhibitor],-9%,-9,-6%,0%,-21%,-1%
COC(=O)C(C(=O)OC)C1C=CCN(C(C)=O)C1 (stereo not given),24,5%,-9%,13%,-7,-1%,7%,5%,-3%
Cn1nnnc1NCc1cccc(Cl)c1Cl,-3,11%,-4%,2%,40,15%,-9%,-6%,0%
O=C1c2ccccc2C(c2nnnn2Cc2ccccc2)N1CCc1c[nH]c2ccccc12 (stereo not given),9,13%,0%,-20%,65,?,27%,-22%,?
COc1ccc2c(c1)c1ncn(Cc3ccc(F)cc3)c(=O)c1n2C,24,3%,-38%[inhibitor],34%[activator],9,-26%,23%,9%,11%
O=C(CCCN1CCC(O)(c2ccc(Br)cc2)CC1)c1ccc(F)cc1,-83&-23,-7%,-21%,9%,-122*,?,-7%,0%,10%
O=C(O)CSc1ccnc2cc(Cl)ccc12,7,1%,i,-15%,2,?,-9%,8%,0%
Cc1cc(O)c(C(C)C)cc1C1(c2cc(C(C)C)c(O)cc2C)OC(=O)c2ccccc21,61*,-6%,-19%,?,108,?,.,?,2%
c1ccc(N2CCN(C3CCSC3)CC2)cc1 (stereo not given),-31,-12%,12%[57.5 µM],7%,?,0%,-28%,2%,4%
CCN(CCCNC(=O)C1CCC(=O)N1Cc1ccc(C)cc1)c1cccc(C)c1 (stereo not given),6,2%,-23%[57.5 µM],?,0,-13%,16%,-19%,3%

# Laid out differently: results already given.
mol: CCOC(=O)c1sc(NC(=O)CSc2nnnn2-c2ccccc2)c(C(=O)OCC)c1C
  DRD3 agonist: 3; GLP-1R agonist: -7%; PTHR1 agonist: -9%[57.5 µM]; GLP1R inv ag: 6%; D3 antag: 20; KB-V1 MDR tox: 1%; TDP43 rescue: -1%; HEK293 tox: 12%; aSyn rescue: -4%

mol: N#Cc1ccc(OCC(=O)NCCCn2ccnc2)cc1
  DRD3 agonist: -7; GLP-1R agonist: 10%; PTHR1 agonist: -13%; GLP1R inv ag: 12%; D3 antag: -2; KB-V1 MDR tox: 6%; TDP43 rescue: -12%; HEK293 tox: 0%; aSyn rescue: 0%

# An excerpt; count on the stated rates, not on these rows.
